# Insulin prom inh = TRM-6 insulin promoter activity inhibition. TRM-6 cells (human fetal islet line), insulin promoter-eGFP reporter, imaging; reporter expression induced with tamoxifen. inhibition, % at 2 µM. 130,000 compounds, 0.9% hits. AID 1273;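 active = inhibition above the mean plus 3 SD, with well images judged a real hit on visual review, cut at about 60% in these data, passing the limit was not always enough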
# sdo1 growth = restores growth of sdo1-depleted yeast; S. cerevisiae sdo1-depleted JHY4D growth rescue, OD600 30 h; stronger effect = higher value; pdr5 snq2 efflux-pump mutant strain; z-score at 10 µM; 140,000 compounds, 0.21% hits;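 active = z-score above 3 at both the 24 hr and the 30 hr optical density reads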;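 note: z-score against mean and SD of all compound wells on the same plate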
# sdo1 growth Rescue 24 h = recorded beside sdo1 growth, whose call it bears; z-score; S. cerevisiae sdo1-depleted JHY4D growth rescue, OD600; measured here: growth rescue at 24 h;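 0 is the plate mean of compound wells and units are plate SD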
# Active calls of the source: *; i = inactive; / = no result given; & = joins results of further samples. Not all compounds are listed. The share of hits here may be higher or lower than overall.
SMILES,Insulin prom inh,sdo1 growth,sdo1 growth Rescue 24 h
COCc1cc(C)n(CC(=O)NC(C)c2ccccc2)c(=O)c1C#N (configuration not stated),39.4,0.94,0.55
O=C(NCC(=O)N(Cc1ccccc1)C(C(=O)NC1CCCC1)c1ccco1)c1ccco1 (configuration not stated),/,-0.58,-0.56
CCOC(=O)C(C(=O)Nc1ccccn1)C1CCCCC1 (configuration not stated),-55.3,0.02,0.27
CC(=O)NC(Cc1ccccc1F)C(=O)NC1CCN(C(=O)c2cnccn2)CC1 (configuration not stated),/,-0.48,-1.29
CC12CCC(c3n[nH]c(=S)nc31)C2(C)C (configuration not stated),-38.9,1.86,1.33
O=C(O)CCCn1nc(C(F)(F)F)c2c1CCCCC2,21.4,3.39*,4.25*
Cc1c(Cl)c(C(F)(F)F)nn1CC(=O)NN,-36.4,/,/
c1ccc2c(c1)N1CCN=C1N2CCN1CCCCC1,5.9,0.94,2.06
C=CCc1ccc(OCCOc2ccc(/C=N/n3cnnc3)cc2OCC)c(OC)c1,/,0.02,1.46
COc1ccc(NC(=O)c2c(NC(=O)CNCc3ccco3)sc3c2CCC3)c(OC)c1,13.8,-1.17,-0.9
CN(c1ccc(C(=O)Nc2ccccc2C(F)(F)F)cc1)S(C)(=O)=O,0.1,1.08,0.56
Cc1ccc(NC(=O)c2ccc(NCCN)c([N+](=O)[O-])c2)cc1,-12.9,0.26,-0.02
CC1(C)CC(=O)C2=C(C1)c1c(ccc3ccccc13)NC2c1ccco1 (configuration not stated),-192.9,-1.12,-1
COc1ccc(Cn2cccc(NC(=O)Nc3cccc(C#N)c3)c2=O)cc1,41.7,-0.44,0.78
Clc1cccc(-c2ccnc3nc(-n4cccc4)nn23)c1,-8.7,-0.16,0.08
N#Cc1cnc(SCC(=O)c2ccccc2)nc1N,43.2,0.56,-0.59
O=C(NCc1ccccc1)c1cccc(COc2ccc(Cl)cc2)c1,/,-0.65,-0.24
CN1CCN(NC(=S)NC(C)(C)CC(C)(C)C)CC1,63.6,/,/
CCC(=O)N1CCN(c2ccccc2NC(=O)c2ccc(-c3cccc([N+](=O)[O-])c3)o2)CC1,0.0,-0.77,-0.35
OCCN(CCO)c1ncnc2c1sc1nc(N3CCOCC3)c3c(c12)CCCC3,27.3,0.68,0.13

# 5 compounds already listed, sorted by heavy-atom count, falling:
SMILES,Insulin prom inh,sdo1 growth,sdo1 growth Rescue 24 h
CN(c1ccc(C(=O)Nc2ccccc2C(F)(F)F)cc1)S(C)(=O)=O,0.1,1.08,0.56
Cc1ccc(NC(=O)c2ccc(NCCN)c([N+](=O)[O-])c2)cc1,-12.9,0.26,-0.02
Clc1cccc(-c2ccnc3nc(-n4cccc4)nn23)c1,-8.7,-0.16,0.08
c1ccc2c(c1)N1CCN=C1N2CCN1CCCCC1,5.9,0.94,2.06
N#Cc1cnc(SCC(=O)c2ccccc2)nc1N,43.2,0.56,-0.59

# The listing continues.
SMILES,Insulin prom inh,sdo1 growth,sdo1 growth Rescue 24 h
COc1ccc(C(=O)Nc2nnc(C(F)(F)F)s2)cc1,-24.2,0.27,0.56
CN(C(=O)Nc1ccccc1)C1CCS(=O)(=O)C1 (configuration not stated),-337.2,0.65,0.39
COc1ccc(NC(=O)c2cccc(S(=O)(=O)N3CCc4ccccc43)c2)cn1,5.6,/,/
CCCC(=O)N1CCC(O)(c2cccc(F)c2)CC1,-10.0,/,/
CCOC(=O)c1ccc(NC(=O)CN2CCc3ccccc3C2)cc1,55.6,-0.38,0.12
COC(=O)c1[nH]c2cc(OC)ccc2c1NC(=O)CN1CCOCC1,13.2,0.2,0.2
C=CCc1ccccc1OCC(O)Cn1ccnc1C (configuration not stated),/,1.45,1.28
CC1CCN(c2nc3ccc(C(=O)N4CCN(Cc5ccccc5)CC4)cc3s2)CC1,/,-0.42,0.07
CC1(C)Cc2ccccc2-c2nnc(SCC(=O)N3CCN(c4ccccc4)CC3)n21,-33.3,-0.66,-0.56
CN=C(Nc1ccc(Cl)cc1)c1ccc(C(F)(F)F)cc1,6.7,0.37,-0.5
O=C(Nc1ccccc1)C1CC(=O)N(c2ccc3c4c(cccc24)CC3)C1 (configuration not stated),50.0,-0.49,-0.81
Oc1c(Br)cc2oc3c(c2c1CNCc1ccccc1)CCCC3,-27.0,-2.19,-1.6
COCCSc1nnc(NS(=O)(=O)Cc2ccccc2)s1,12.5,0.1,0
CN(C)CCN(Cc1ccccc1)c1ccccn1,47.6,-0.02,-0.62
CN(CC(=O)NCc1cccc(F)c1)C(=O)c1ccco1,/,0.04,0.22
COc1cc(-c2cc(N3C(=O)Nc4ccccc4N3O)n[nH]2)cc(OC)c1OC,12.5,0.29,-1.27
Cc1cccc(-c2nc(CSCC(=O)N3CCN(Cc4ccc5c(c4)OCO5)CC3)c(C)o2)c1,/,-2.34,-1.52
COCCn1c(SCC(=O)Nc2cc(C)on2)nnc1-c1ccco1,-3.2,0.94,0.58
COc1ccc(OCC(=O)NNC(=O)C(=O)N2CCCC2)cc1,13.3,0.72,0.87
Cc1ccc2c(c1)CC1(CN2C)C(=O)OC(C)(C)OC1=O,21.4,0.34,-0.23
CCOC(=O)CNC(=O)c1cn(CC)c(=O)c2cc(OC)c(OC)cc12,/,0.07,-0.12
COc1ccc(NC2CS(=O)(=O)CC2NCc2ccco2)cc1 (configuration not stated),-25.9,-0.82,-1.07
O=C(CCN1C(=O)c2ccc([N+](=O)[O-])cc2C1=O)Nc1cccc(O)c1,/,0.59,-0.76
O=c1[nH]c2cccc(Cl)c2n(CCNc2ncc(C(F)(F)F)cc2Cl)c1=O,-65.5,1.42,1.05
Cc1ccc(N2CC(C(=O)NCc3ccccn3)CC2=O)cc1 (configuration not stated),33.3,2.13,1.58
COc1ccccc1N(CC(=O)NCCC1=CCCCC1)S(=O)(=O)c1ccccc1,-118.6,/,/
O=C(N/N=C/C=C/c1ccco1)c1cccc([N+](=O)[O-])c1,/,0.2,0.07
C=CCOC(=O)c1sc(NC(=O)c2ccco2)nc1C,6.2,-0.33,-0.07
CCc1ccc(N2C(=O)C3ON(c4ccccc4)C(c4ccco4)C3C2=O)cc1 (configuration not stated),37.5,0.98,2.32
Cc1nc2c(C(=O)N3CCN(C)CC3)cnn2c(C)c1Cc1ccc(Cl)cc1,/,0.92,0.02
Cc1ccc(-c2nc(-c3ccccc3)no2)c(Cl)c1,/,-0.61,-1.14
COc1ccc(Br)cc1/C=N/NC(=O)CNC(=O)/C=C/c1ccccc1,30.2,-0.89,-0.87
COc1cccc(N=Cc2c[nH][nH]c2=O)c1,-3.9,1.65,1.27
CC(C)C(=O)NC(=O)COC(=O)/C=C/c1cccs1,21.1,/,/
O=C(CSc1ccc(Cl)cc1)Nc1cccc(-c2nnc(-c3ccco3)o2)c1,-37.8,0.28,0.45
CCCCNc1cc(=O)oc2ccccc12,43.2,0.54,0.28
Cc1ccc(C(=O)N/C(=C/c2cccs2)C(=O)NCc2ccco2)cc1,18.5,-0.36,0.44
Cc1cc(C(=O)CSc2nnc(-c3ccco3)o2)c(C)n1-c1ccc2c(c1)OCCO2,-27.3,-0.54,0.3
CCOc1ccc(C(=O)OC2CCN(C)CC2)cc1,22.2,0.9,0.99
O=C(OC(C(=O)NCc1cccs1)c1ccccc1F)c1ccco1 (configuration not stated),45.2,0.05,-0.16
CCCCN=Cc1c(C)[nH]n(-c2ccccc2)c1=S,-311.8,/,/
CCN1C(=O)c2ccccc2S(=O)c2ccc(C(=O)N3CCN(C(=O)c4ccco4)CC3)cc21 (configuration not stated),-40.0,-0.39,-0.83
COC(=O)c1ccc(NC(=O)Cc2ccccc2)cc1,-10.0,0.1,0.12
Cn1ncc(C#N)c1NC(=O)C1CC(c2ccc(Cl)c(Cl)c2)=NO1 (configuration not stated),-143.2,0.2,0.11
C=CCN(C(=O)c1cccc(N2C(=O)C3CC=CC(C)C3C2=O)c1)c1ccccc1 (configuration not stated),-83.3,/,/
OC(COc1ccc2ccccc2c1)CN1CCCC1 (configuration not stated),/,0.18,0.28
O=C(COC(=O)/C=C/c1ccc(Br)o1)NCCCN1CCCC1=O,-9.1,/,/
COCCN1C(=O)c2oc3ccccc3c(=O)c2C1c1ccc(OC)c(OC)c1 (configuration not stated),-56.1,0.12,-0.67
CC(C)NC(=S)NC(=O)c1ccc(Cl)cc1Cl,/,-0.29,-0.75
Cc1nc(N)sc1Cc1ccc2c(c1)OCO2,/,0.61,0.23
C=CCCC(=O)Nc1nc(C)c(-c2csc(Nc3ccc(Cl)cc3Cl)n2)s1,46.7,-1.77,-1.29
CN1C(=O)CSc2ccc(NC(=O)N3CCN(c4ccccc4)CC3)cc21,-40.0,/,/
Cc1cc(NC(=O)C(C)(C)C)no1,27.0,0.9,1.2
O=C(c1ccc(Br)o1)N1CCN(c2ccccc2F)CC1,33.3,0.62,0.01
O=C1CCC(=O)N1OCCCOc1ccccc1,11.1,0.78,0.58
CC1CCC2C(=O)N(c3ccccc3OC(=O)c3ccccc3)C(=O)C2C1 (configuration not stated),/,-1.28,-0.92
COc1ccc(C(=O)NCC(O)COc2ccc(C(C)(C)C)cc2)cc1[N+](=O)[O-] (configuration not stated),-22.2,0.53,-0.21
N#C/C(=N\O)c1nc(-c2ccccc2)cs1,35.7&14.3,0.06&-0.51&-0.29,0.34&-0.43&0.54
Cc1ccccc1-n1ccnc1SCC(=O)O,34.3,0.56,0.53
CCCn1c(C)cc(/C=C(\C#N)C(=O)OCC(=O)Nc2cccc(OC)c2)c1C,25.9,-0.34,-0.09

# Among those listed so far, these contain bromine:
SMILES,Insulin prom inh,sdo1 growth,sdo1 growth Rescue 24 h
Oc1c(Br)cc2oc3c(c2c1CNCc1ccccc1)CCCC3,-27.0,-2.19,-1.6
COc1ccc(Br)cc1/C=N/NC(=O)CNC(=O)/C=C/c1ccccc1,30.2,-0.89,-0.87
O=C(COC(=O)/C=C/c1ccc(Br)o1)NCCCN1CCCC1=O,-9.1,/,/
O=C(c1ccc(Br)o1)N1CCN(c2ccccc2F)CC1,33.3,0.62,0.01

# (more compounds)
SMILES,Insulin prom inh,sdo1 growth,sdo1 growth Rescue 24 h
CC1CN(c2oc(-c3cccs3)nc2C#N)CC(C)O1 (configuration not stated),/,0.38,0.35
Cc1cnc(C(=O)Nc2nc(-c3ccccc3)cs2)cn1,/,-0.37,0.03
COc1ccc(C)cc1N(C(=O)c1ccccc1)c1nc2ccccc2s1,-6.1,-0.74,-0.81
CC(=O)N(CC(C)(C)CC=C(C)C)c1ccccc1,65.2*,-0.48,-0.05
CN1CCC2(CC1)NC(=O)NC2=O,-9.1,0.59,0.32
COC(=O)c1ccc(/C=N/NC(=O)CC(=O)NC2CCCCC2)cc1,-62.5,/,/
O=C(N/N=C/c1ccc(Cl)c([N+](=O)[O-])c1)C1CC1,-33.3,/,/
Cc1ccc(-c2nc(SCC(=O)Nc3cc(S(=O)(=O)N4CCCCC4)ccc3Cl)n[nH]2)cc1,-56.8,-0.58,-0.69
c1csc(-c2nnsc2-c2nc3ccccc3[nH]2)c1,/,0.39,1.07
CNc1nc(C)nc(-n2nc(C)cc2C)n1,i,-0.08,-0.21
CCOC(=O)C1=C(c2ccccc2)Nc2ncnn2C1c1cc(OC)cc(OC)c1OC (configuration not stated),/,0.47,-0.04
CCN1CCCC1CNS(=O)(=O)c1cc(Br)cc2c1N(C(=O)C1CC1)CC2 (configuration not stated),0.0,0.79,-0.74
CCN(CC)S(=O)(=O)c1ccc2c(c1)c(=O)c(C(=O)NCc1cccs1)cn2C,-38.9,0.58,-0.76
COc1ccccc1OCC(=O)Nc1cc(S(=O)(=O)N2CCCCC2)ccc1N1CCCCC1,-27.3,-0.75,-0.44
CCN1CCCc2cc(CN(CCN3CCOCC3)C(=O)Nc3ccc(C)c(C)c3)ccc21,50.0,-1.11,0.02
NC(=O)Nc1ccc(F)cc1,28.1,1.5,2.61
CCOC(=O)C1(C)NC(c2cc(OC)c(OC)c(OC)c2)C2C(=O)N(CC)C(=O)C21 (configuration not stated),/,0.21,-0.09
COCCNCCCOc1ccc(Br)cc1Cl,-8.3,-0.23,-0.56
COc1cccc(CNC(=O)CNC(=S)N(Cc2ccccc2)Cc2ccccc2F)c1,3.7,/,/
COC(=O)c1cc2ccsc2n1Cc1nc(-c2cccc(Cl)c2)oc1C,/,-1.81,-1.1
C=CCc1ccc(OCCCOc2ccc(C)c(C)c2)c(OC)c1,19.4,0.02,-0.93
CCCCC(=O)Nc1cccc(NC(=O)c2ccc(Br)o2)c1,-54.5,-0.88,-0.36
CCOc1ccc(Cl)cc1/C=N/NC(=O)c1ccccc1,/,1.01,1.49
COC(=O)c1ccccc1NC(=O)n1cc(C)cn1,/,0.48,0.46
COc1ccc2ccccc2c1/C=N/NC(=S)Nc1cc(S(=O)(=O)N2CCOCC2)ccc1N1CCOCC1,-6.5,-0.6,0.13
CCCc1cc(=O)n2c(nc3ccccc32)[nH]1,44.4,0.29,0.25
COC(=O)c1ccc(C2/C(=C(/O)c3ccc(OC)cc3)C(=O)C(=O)N2CC2CCCO2)cc1 (configuration not stated),/,0.93,1
Cc1cc(C(=O)NCc2ccc(S(N)(=O)=O)cc2)cs1,31.2,-0.85,-0.83
CCc1cccc(C)c1NC(=S)NCC(c1cccnc1)N1CCOCC1 (configuration not stated),/,0.03,0.1
N#CCCN(C(=O)CN1C(=O)NC2(CCCC2)C1=O)c1ccccc1F,0.0,0.76,0.33
COCCn1nnnc1C(c1cc2ccc(OC)cc2[nH]c1=O)N1CCc2ccccc2C1 (configuration not stated),61.1,0.15,-0.01

# Random excerpt: 2 compounds from above, in no set order.
SMILES,Insulin prom inh,sdo1 growth,sdo1 growth Rescue 24 h
C=CCc1ccc(OCCCOc2ccc(C)c(C)c2)c(OC)c1,19.4,0.02,-0.93
CCCc1cc(=O)n2c(nc3ccccc32)[nH]1,44.4,0.29,0.25

# Screening results from PubChem.
